# yeast rad50: NCI yeast anticancer drug screen, S. cerevisiae rad50 strain. AID 155. growth inhibition, % at 50 µM. hit rate 10% among 79,000;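 also: 0% = growth of vehicle-only cultures of the same strain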
#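 Compounds were tested on a yeast strain with an engineered DNA damage repair alteration; the reported value is growth inhibition normalised to vehicle treatment.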
# yeast cln2 rad14: NCI yeast anticancer drug screen, S. cerevisiae cln2 rad14 strain | growth inhibition, % at 50 µM | hit rate 8.3% among 78,000 | AID 165;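 also: 0% = growth of vehicle-only cultures of the same strain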
#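 Strain: cln2 rad14 yeast, altered in cell cycle control and DNA damage repair. Read-out: growth inhibition vs vehicle.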
# mec2-1: NCI yeast anticancer drug screen, S. cerevisiae mec2-1 strain. growth inhibition, % at 50 µM. hit rate 9% among 79,000. AID 157;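 also: 0% = growth of vehicle-only cultures of the same strain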
#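 Test agents were screened against the mec2-1 yeast strain, with defined DNA repair or cell cycle alteration. Growth was scored as inhibition against vehicle-only controls.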
# sgs1 mgt1: NCI yeast anticancer drug screen, S. cerevisiae sgs1 mgt1 strain | % growth inhibition at 50 µM | hit rate 10% among 78,000;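 also: 0% = growth of vehicle-only cultures of the same strain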
#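 Inhibition of yeast growth, normalised to vehicle-treated controls, is reported for a strain bearing genetic alterations in DNA damage repair.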
# yeast mlh1 rad18: NCI yeast anticancer drug screen, S. cerevisiae mlh1 rad18 strain. % growth inhibition at 50 µM. hit rate 11% among 79,000;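 also: 0% = growth of vehicle-only cultures of the same strain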
#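 Cells of a genetically altered yeast strain, deficient in DNA damage repair, were treated with compound. Their growth was then compared with that of vehicle-treated cultures to give inhibition.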
# bub3: NCI yeast anticancer drug screen, S. cerevisiae bub3 mutant strain; hit rate 9.9% among 78,000; AID 167; % growth inhibition at 50 µM;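 also: 0% = growth of vehicle-only cultures of the same strain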
#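 Readout: yeast growth inhibition, expressed relative to vehicle-only wells. The test organism is a mutant strain from a panel with lesions in DNA repair or checkpoint genes.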
# * = called active by the depositor; nt = not tested or not shown; & = joins results of further samples. Rule as the data show it: active = growth inhibition above about 70%; inactive = the rest. Random draw from the library; overall some 14% were active at least once.
SMILES,yeast rad50,yeast cln2 rad14,mec2-1,sgs1 mgt1,yeast mlh1 rad18,bub3
COC(=O)[C@@]12OC[C@]34[C@H]([C@@H](O)[C@@H]1O)[C@@]1(C)CC(=O)C(O)=C(C)[C@@H]1C[C@H]3OC(=O)[C@H](OC(=O)/C=C(/C)C(C)(C)O)[C@@H]24,6.2,28.4,21.8,-1.2,-52.7,6.7
CCOC(=O)NC(=S)Nc1cn(C)cc1[N+](=O)[O-],3.2,1.9,-5.9,8.8,11.7,3.6
CCN(CC)CCC/C(C)=N\O,7.2,20.3,-2.9,-16.9,20.9,8.2
CN(C)/C=N/c1c(CO)c(-c2ccccc2)nn1-c1ccccc1,-37.4,nt,-34.0,nt,-3.5,nt
O=c1[nH]c(=O)c2[nH]c(Br)nc2[nH]1,2.4,0.2,-4.3,-12.7,3.9,-8.4
Cc1cc(Cl)c(C(C)C)cc1O,53.2,45.0,48.2,48.6,63.4,24.4
COc1ccc(C23OC2Oc2cc(OC4CCCCO4)ccc2C3=O)cc1 (stereo not given),10.1,-6.4,-8.4,-6.2,2.5,0.3
Nc1nc(N)c2nc3c(nc2n1)CCCCCC3,4.2,-19.4,-4.0,4.2,2.5,-3.2
O=C1C2C(C(=O)N1c1ccccc1)C1(c3ccccc3)C(=O)C2(c2ccccc2)C(c2ccccc2)C1c1ccccc1 (stereo not given),45.0,10.1,5.5,34.0,17.8,-0.6
COc1ccc(N2C(=O)C3CC(c4ccc(C)cc4)c4c([nH]c5ccccc45)C3C2=O)cc1 (stereo not given),4.7,-56.6,-18.1,6.0,-14.1,-12.2
C=CC(=O)Oc1ccccc1/C=C/C(=O)CCCCCC,96.5*,62.8,97.5*,97.5*,96.0*,83.1*
COc1ccccc1C(O)(c1ccccc1OC)C1(O)CCN(C)CC1,-10.8,-4.5,-10.9,-4.8,-10.4,-5.3
O=C(NC(=S)c1cccs1)NS(=O)(=O)c1ccc(Cl)cc1,0.8,10.3,0.4,22.2,15.5,33.5
COc1ccc(NC(=O)N(C)C)cc1OC,14.8,-25.6,-5.2,-4.2,15.8,4.4
O.[Cl][Co]([Cl])[Cl].c1c[nH]cn1.c1c[nH]cn1,-0.8,1.9,-5.6,15.0,-2.7,8.4
CC(C)CC(N)C(=O)NCC(=O)O (stereo not given),23.4,32.3,13.1,24.8,17.1,8.4
CC[N+](CC)(CC)C[Si](C)(C)C,5.0,2.4,5.7,12.1,-6.0,12.0
CC(C)N(CC(=O)NC(=O)c1ccccc1)Cc1ccccc1,3.5,-30.1,-8.4,-1.9,-11.7,-1.5
C[n+]1ccsn1,-0.7,37.0,3.0,-4.7,-10.4,-19.4
COc1ccc(-c2cc(=O)c3c(OC)cccc3o2)c(OC)c1OC,-8.9,0.9,-12.7,-3.5,9.8,-11.2
CC(C)c1ccc(OC(=O)N(c2ccccc2)c2ccccc2)cc1,12.4,3.5,15.0,-5.3,-2.8,-1.6
COc1ccc(C(OCC2OC(n3cnc4c(=O)n(Cc5ccccc5[N+](=O)[O-])nnc43)C(O)C2O)(c2ccccc2)c2ccc(OC)cc2)cc1 (stereo not given),89.2*,88.7*,91.4*,91.6*,89.5*,89.4*
CCCOC(=O)CCC(=O)N(CC)CC,36.5,-10.4,-7.8,18.1,21.1,0.8
CC([C@H](c1ccccc1)C1CCC(C(N)=O)(N2CCOCC2)C1)[N+](=O)[O-] (stereo not given in full),5.8,39.1,7.9,12.3,9.8,4.5
C=CC1C(OC2OC(CO)C(O)C(O)C2O)OC=C(C(=O)OC)C1CC1CC(=O)CC(CCc2ccc(O)cc2)O1 (stereo not given),1.8,1.4,-10.1,-4.9,-76.2,-13.9

# Compound profiles, from the list above:
# Shown for CC(C)c1ccc(OC(=O)N(c2ccccc2)c2ccccc2)cc1 = yeast rad50 = 12.4; yeast cln2 rad14 = 3.5; mec2-1 = 15.0; sgs1 mgt1 = -5.3; yeast mlh1 rad18 = -2.8; bub3 = -1.6
# Shown for COC(=O)[C@@]12OC[C@]34[C@H]([C@@H](O)[C@@H]1O)[C@@]1(C)CC(=O)C(O)=C(C)[C@@H]1C[C@H]3OC(=O)[C@H](OC(=O)/C=C(/C)C(C)(C)O)[C@@H]24 = yeast rad50 = 6.2; yeast cln2 rad14 = 28.4; mec2-1 = 21.8; sgs1 mgt1 = -1.2; yeast mlh1 rad18 = -52.7; bub3 = 6.7

# Carrying on:
SMILES,yeast rad50,yeast cln2 rad14,mec2-1,sgs1 mgt1,yeast mlh1 rad18,bub3
O=C1C(Cl)=C(Cl)C(=O)c2cc(Cl)c(Cl)cc21,83.9*,88.2*,84.0*,97.1*,87.8*,93.5*
Cc1cc(C2=CCCCC2)c2ccccc2c1C,-3.6,-37.6,-20.3,-8.1,3.2,-6.5
O=[N+]([O-])c1ccc(S(=O)(=O)c2ccc(N=CN3CCCC3)cc2)cc1,22.9,4.0,16.4,18.4,23.0,18.0
CC(=O)OCC1OC(n2nc(/C=C/c3ccccc3)c(=O)n(-c3ccccc3)c2=S)C(OC(C)=O)C(OC(C)=O)C1OC(C)=O (stereo not given),0.1,-10.3,20.6,8.8,31.9,-0.5
CN(C)c1nc(N(C)C)sc(=O)n1,85.0*,1.5,25.8,69.0,76.3*,-3.6
CC(=O)OCCOC(=O)Nc1cccc2ccccc12,-9.8,30.9,-7.9,-1.3,-0.6,2.6
Nc1cc2n[nH]nc2c(=O)[nH]1,0.1,-15.8,-4.3,3.7,0.9,-4.5
CCC(c1ccccc1)N1C(=O)c2ccccc2S1(=O)=O (stereo not given),33.4,-19.6,14.3,25.3,32.5,92.2*
O=[N+]([O-])c1cc(C=NCCCCCCN=Cc2ccc(Cl)c([N+](=O)[O-])c2)ccc1Cl,6.9,-19.3,-3.9,-9.8,-0.9,4.3
CC1(C)CC(=O)C(/C=N/C(=S)NCc2ccccc2)=C(O)C1,-35.4,14.4,-49.1,-16.0,-20.8,-2.5
O=[N+]([O-])c1ccc(S(=O)(=O)N/N=C/c2ccccc2[N+](=O)[O-])cc1,-2.8,-25.2,3.5,-1.1,-13.1,-3.6
COc1cc([C@@H]2c3cc4c(cc3C[C@H]3COC(=O)[C@@H]32)OCO4)cc2c1OCO2,5.2,8.5,11.2,29.4,27.4,12.8
CC(=O)Oc1ccc[nH]c1=O,5.2,24.6,-22.1,0.9,2.4,14.3
[Co].[O-]c1cccnc1C=Nc1ccccc1.[OH3+],24.8,30.9,31.6,37.4,21.9,33.9
CCC(=O)Oc1ccccc1OC(=O)CC,35.9,11.6,18.3,21.0,45.2,1.9
Cc1ncc(CO)c(COCCC(C)C)c1O,5.6,-2.3,0.6,-9.4,7.7,-1.6
COc1ccc2nc(NCCNCCO)cc(NCCNCCO)c2c1,-12.2,4.7,-3.2,1.2,11.3,-0.8
Nc1ncnc(N)c1NC(=O)CCCc1ccccc1,5.8,1.0,18.6,-3.0,15.9,33.5
O=C1CCCS(=O)(=O)CCC1,7.4,-3.5,11.5,-8.2,54.1,0.9
NC(CCS(N)(=O)=O)C(=O)O (stereo not given),-9.4,-2.7,-5.3,-1.9,-10.9,5.5
Cc1ccc(C(N)=O)cc1,20.0,-31.1,-8.7,-1.6,42.1,17.9
NC(=O)CC1CCC(c2ccccc2)CC1 (stereo not given),44.0,-47.6,7.0,77.3*,41.8,12.7
CC(C)CCCC(C)[C@H]1CCC(C2C[C@@H](O)[C@@H]3CC(O)[C@@H](O)C[C@]3(CO)C2=O)[C@]1(C)CCO (stereo not given in full),92.5*,90.2*,92.5*,91.7*,92.0*,91.6*
OC(CC1CCCC(CC(O)c2ccccc2)N1CCc1ccccc1)c1ccccc1 (stereo not given),24.8,35.4,-1.3,22.4,21.2,38.2
Nc1nc2c(nnn2-c2ccc(Cl)cc2)c(=O)[nH]1,-4.3,-25.1,-4.2,-5.8,-6.2,-0.5

# The list continues:
SMILES,yeast rad50,yeast cln2 rad14,mec2-1,sgs1 mgt1,yeast mlh1 rad18,bub3
O=C(N1CCOCC1)C12OC3CC(CC(C3)O1)O2,8.5,11.2,1.9,3.5,4.7,17.6
c1c2c(cc(-n3nnc4c3CCCCCC4)c1-n1nnc3c1CCCCCC3)CCCCCC2,89.4*,91.1*,90.5*,89.5*,87.3*,90.4*
Cc1cn(C2CC(O)C(CO)O2)c(=O)[nH]c1=S (stereo not given),9.1,-37.3,-7.2,-3.5,13.2,14.2
CSc1nc(C)cc(SCc2ccc(Cl)cc2Cl)n1,-20.9,-36.7,-20.6,-0.9,-25.4,75.0*
CC(C)CCCC(C)C1CCC2C3CC=C4CC(OCCC(C)C)CCC4(C)C3CCC12C (stereo not given),55.5,84.3*,66.7,29.4,90.4*,98.1*
Cc1ccc(C)c(N2C(=O)C(=O)C(c3nc4ccccc4o3)/C(=N\NC(=O)c3ccccc3O)C2=O)c1 (stereo not given),62.3,53.6,55.2,63.0,71.9*,27.4
CCOC(=O)c1ccc(CSc2ccccc2C(=O)OCC)c([N+](=O)[O-])c1,16.9,-22.5,12.2,-17.4,19.9,-4.8
CCOC(=O)C(C#N)=C1CCN(C)CC1,8.4,10.2,-4.8,-0.8,-5.6,-27.4
C=C(C)C1Cc2c(cc(OC)c3c(=O)c4cccc(O)c4oc23)O1 (stereo not given),43.1,25.4,15.4,-1.9,-21.4,-20.2
CCCCOC(=O)CNC(=O)OC/C=C/C#CC#C/C=C/COC(=O)NCC(=O)OCCCC,-20.2,-17.9,-35.8,-24.4,-19.9,0.3
CC12CCCC1C1CC=C3CC(SC4CCC5(C)C(=CCC6C7CCCC7(C)CCC65)C4)CCC3(C)C1CC2 (stereo not given),-2.0,-37.9,-0.2,-21.5,-21.6,-17.6
CCO/C=C1\SC(=S)N(c2ccc(C(=O)O)cc2)C1=O,-6.0,nt,-16.3,nt,13.2,nt
COC(=O)NC(=O)CCC(=O)O,-0.1,-45.3,-2.8,0.9,12.8,7.0
COC(=O)CCC(NC(=S)N/N=C/c1ccccn1)C(=O)OC (stereo not given),72.1*,60.8,49.1,57.4,61.8,71.8*
O=C1CCC(C(=O)O)N1 (stereo not given),-9.2,1.1,4.7,-20.9,-7.8,7.7
CC(=O)Oc1cc(S(=O)(=O)Nc2n[nH]c(N)n2)c(S)cc1Cl,-22.8,11.7,-18.3,-1.2,8.4,-9.6
CCCCONC(N)=O,-12.2,7.8,-11.1,-23.4,-6.0,-5.2
Oc1ccc(-c2ccc(Br)cc2)cc1,-25.1,-2.0,-6.0,-14.4,-14.8,-31.8
CN1CCN(CCCNN)CC1,2.0,3.5,-17.1,-17.6,-30.1,-70.6
O=C(O)CC1CCCc2ccccc2C1CC(=O)O (stereo not given),5.2,8.8,-4.3,10.4,7.4,6.8
Cn1c(=O)c2c(ncn2CCNC(c2ccccc2)c2ccc(Br)cc2)n(C)c1=O (stereo not given),4.5,-35.3,1.6,11.3,13.6,24.1
CCc1n[nH]c(=O)n1CC,17.9,8.0,-5.2,-4.3,-20.8,12.9
NC(=O)NNC(=O)CCn1[nH]c(=O)c(Cl)c(Cl)c1=O,-17.1,-14.9,-8.5,-14.4,-32.0,-9.8
S=C(Nc1ccccc1)NC1SNC(=Nc2ccccc2)N1c1ccccc1 (stereo not given),98.2*,99.3*,99.4*,98.8*,99.0*,99.3*
Cc1ccc(NC(=O)CC2SC(=Nc3ccc(Cl)cc3)NC2=O)cc1C (stereo not given),99.2*,98.3*,99.5*,99.3*,99.2*,99.1*

# Results in yeast mlh1 rad18 (5 entries from above):
canonical_smiles	yeast mlh1 rad18
O=C(O)CC1CCCc2ccccc2C1CC(=O)O (stereo not given)	7.4
Cn1c(=O)c2c(ncn2CCNC(c2ccccc2)c2ccc(Br)cc2)n(C)c1=O (stereo not given)	13.6
CCc1n[nH]c(=O)n1CC	-20.8
NC(=O)NNC(=O)CCn1[nH]c(=O)c(Cl)c(Cl)c1=O	-32.0
S=C(Nc1ccccc1)NC1SNC(=Nc2ccccc2)N1c1ccccc1 (stereo not given)	99.0*

# Following part
SMILES,yeast rad50,yeast cln2 rad14,mec2-1,sgs1 mgt1,yeast mlh1 rad18,bub3
O=C1NC2OC(CO)C(O)C(O)C2O1 (stereo not given),-35.5&-44.6,-10.2&-24.5,-15.7&-7.7,-63.0&-51.0,-54.4&-64.4,-22.9&-61.6
CCOC(=O)N1CCNCCN(C(=O)OCC)CCNCC1,-4.0,0.7,2.3,-4.3,24.1,-4.5
CCCC1(C(=O)O)NC(=O)NC1=O (stereo not given),-4.7,-12.6,-11.3,-14.7,-8.1,-1.1
COc1cccc(C2CC(C)(N3CCCC3)Oc3cc4c(cc32)OCO4)c1O (stereo not given),7.5,13.8,13.9,10.0,-10.2,28.6
C/C1=C/C(C)CC(C)OC(=O)C(C)NC(=O)C(Cc2ccc(O)c(I)c2)N(C)C(=O)C(C)NC(=O)C(C)C1 (stereo not given),92.8*,90.7*,93.7*,52.4,91.2*,92.8*
NC(=Nc1ccc(Br)cc1)/N=C(/N)Nc1cccc(S(=O)(=O)Nc2ncc(Cl)cn2)c1,10.2,15.8,-8.8,25.2,5.0,1.9
CCC(=O)CC1CCCC(CC(=O)CC)N1C (stereo not given),-4.6,nt,-2.5,nt,17.6,nt

# High-throughput results: PubChem BioAssay, NCI
